TNAP inh no acc – TNAP (human) inhibition, acceptor-free conditions; P05186; purified TNAP, CDP-star luminescence, 30 min; inhibition, % at 20 µM; 0.26% of 200,000 active; AID 1012;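 active means tissue-nonspecific alkaline phosphatase inhibition above about 50% at 20 µM in the single-dose screen, limit read from the data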;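 further: 0% = DMSO negative control and 100% = EDTA positive control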
TNAP inh hi DEA – inhibitors of human TNAP at high phosphate acceptor concentration; P05186; purified TNAP, CDP-star luminescence, 1 M DEA; inhibition, % at 20 µM; 0.03% of 200,000 active; AID 1135;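 active means over 50% inhibition of tissue-nonspecific alkaline phosphatase at 20 µM in the single-dose screen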;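 further: plate controls were DMSO wells for no effect and EDTA-quenched wells as full inhibition for full effect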
Diaph act CS – counter-screen for diaphorase-based assays: diaphorase activators and chemical reducers; Diaphorase/resazurin coupled assay, resorufin fluorescence, 16 min; hits give high values; 1 = vehicle wells, 0 = NADH-free wells; activation factor at 20 µM; 0.005% of 190,000 active; AID 1229;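 active means diaphorase activity raised at least twofold by the compound at 20 µM; inactive means activation factor below 2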
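Material: purified diaphorase enzyme from Clostridium kluyveri; Also added: 0.114 mM NADH and 0.1 mM resazurin, final amounts; Doses: single compound dose of 20 µM, 1% DMSO final; Times: 16 min enzyme reaction, ambient temperature; Detection: resorufin fluorescence, excitation 544 nm, emission 590 nm; Measure: increased resorufin signal from activators or reducing compounds.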
Efa HMGR inh – E. faecalis class II HMG-CoA reductase inhibition; AID 1066; 0.41% of 190,000 active; inhibition, % at 10 µM; purified E. faecalis HMGR, NADPH absorbance 340 nm kinetic;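 active means inhibition above a set limit, the median over all tested compounds plus 3 SD, cut at about 9.5% in these data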;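 further: enzyme runs in reverse so mevalonate oxidation gives rising NADPH absorbance; 0% = complete reaction with DMSO and 100% = background rate lacking mevalonate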
TNAP act hi DEA – TNAP (human) activation, high acceptor; P05186; purified TNAP, CDP-star luminescence, 1 M DEA, 30 min; hits give high values; 0 = EDTA background, 1 = DMSO-only activity; activation factor at 20 µM; AID 1136; 200,000 tested, under 10 active;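 active means activation factor at least 2 at 20 µM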
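Measured by: Luminescent substrate turnover signal | Test system: Human TNAP | Input: TNAP 1/800 final | Dosing: 20 µM single point | Schedule: 30 min, room temperature | Controls: EDTA wells as negative control, DMSO wells as positive control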
FLuc act counter – firefly luciferase counter-screen for stimulation assays; P08659; ATPlite luciferase biochemical, luminescence, 10 min; 0 = ATP-free wells, 1 = DMSO control; 200,000 tested, under 10 active; AID 1027; activation factor at 10 µM;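 active means luciferase activation factor, scaled between plate controls, of at least 2 with compound at 10 µM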
Target sequence (P08659 whole entry, looked up): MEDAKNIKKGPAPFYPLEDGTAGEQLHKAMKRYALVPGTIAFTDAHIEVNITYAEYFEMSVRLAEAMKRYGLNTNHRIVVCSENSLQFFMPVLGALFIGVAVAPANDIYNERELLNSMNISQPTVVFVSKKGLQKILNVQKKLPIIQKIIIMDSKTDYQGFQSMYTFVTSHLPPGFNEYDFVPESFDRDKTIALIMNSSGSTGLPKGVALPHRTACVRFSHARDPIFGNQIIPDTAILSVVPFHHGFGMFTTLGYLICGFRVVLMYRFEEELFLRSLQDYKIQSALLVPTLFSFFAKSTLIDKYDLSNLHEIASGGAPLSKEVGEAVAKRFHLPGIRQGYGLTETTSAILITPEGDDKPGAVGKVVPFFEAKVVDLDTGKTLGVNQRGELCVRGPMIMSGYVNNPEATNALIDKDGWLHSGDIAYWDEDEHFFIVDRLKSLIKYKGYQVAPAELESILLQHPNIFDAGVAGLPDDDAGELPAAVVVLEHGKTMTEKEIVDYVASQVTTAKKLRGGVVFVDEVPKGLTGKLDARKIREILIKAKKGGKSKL
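System: Luciferase/luciferin detection reagent, cell-free biochemical luciferase assay | Medium: PBS buffer for ATP | Dosing: Test compounds dosed from 2 mM stocks in 100% DMSO | Timing: 10 min at ambient temperature | Signal: Luminescence measurement of luciferase light output | Evaluation: Luciferase activation, seen as luminescence increase over controls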
Diaph inh CS – inhibits diaphorase or chemically oxidizes, flagging diaphorase assay artifacts; 0.69% of 190,000 active; diaphorase resazurin-to-resorufin fluorescence, NADH, 16 min; bacterial (C. kluyveri) enzyme, not human; inhibition, % at 20 µM;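 active means primary screen inhibition at 20 µM above a set limit, cut at about 50% in these data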;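 further: plate controls were DMSO with full reaction for no effect and wells lacking NADH for full effect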
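Test system: diaphorase enzyme from Clostridium kluyveri; amount: diaphorase at 0.14 U/mL in enzyme working solution; detection: fluorescence of resorufin formed from resazurin, Ex 544/Em 590 nm; times: reaction incubation of 16 min at room temperature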
G6PDH CS – L. mesenteroides G6PDH inhibition counter-screen; Purified L. mesenteroides G6PDH, diaphorase/resazurin coupled fluorescence, 45 min; 0.12% of 200,000 active; inhibition, % at 5 µM; AID 1020; in the data active means inhibition above about 50%
PMI activator – activators of human phosphomannose isomerase; P34949; purified human PMI, coupled resazurin fluorescence, 20 min; hits give high values; 1 = vehicle control, 0 substrate-free wells; activation factor at 20 µM; 0.005% of 190,000 active;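 active means activation factor of 2 or more at 20 µM, relative to plate controls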
PMI act hi M6P – PMI (human) activation, high substrate; AID 1216; activation factor at 20 µM; 0.34% of 190,000 active; coupled PMI enzyme assay, resazurin fluorescence, 20 min; hits give high values; 1 = untreated enzyme, 0 = substrate-free blank; P34949;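 active means activation factor of 2 or more at 20 µM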
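Material: human phosphomannose isomerase with PGI, G6PDH, diaphorase coupling enzymes; amount: PMI at 15 ng/mL final; also added: Mannose-6-phosphate 1.0 mM (near-saturating) plus 0.22 mM NADP+; incubation: enzyme reaction with compound 20 min at room temperature; signal: resorufin fluorescence (Ex 544/Em 590 nm) from resazurin via diaphorase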
Starred values were filed as active, the others as inactive.

SMILES | TNAP inh no acc | TNAP inh hi DEA | Diaph act CS | Efa HMGR inh | TNAP act hi DEA | FLuc act counter | Diaph inh CS | G6PDH CS | PMI activator | PMI act hi M6P
COc1ccc(NS(=O)(=O)c2cc(NC(=O)/C=C/c3cccs3)ccc2N2CCOCC2)cc1 | 1 | -2 | 0.8 | -3 | 1 | 1.2 | 24 | -22 | 0.8 | 0.9
CC1=CC(=C(C#N)c2nc3ccccc3s2)C=C(C)N1Cc1ccco1 | 3 | 7 | 0.8 | -6 | 0.9 | 1 | 24 | 2 | 0.9 | 0.7
CCCn1c(SCC(=O)NC(=O)NCc2ccco2)n[nH]c1=O | 9 | -1 | 0.9 | -2 | 1 | 1 | 9 | 8 | 1.1 | 1.3
CCc1ccc(-c2cc(C(=O)NCc3ccccn3)c3ccccc3n2)cc1 | -1 | -1 | 0.9 | -1 | 1 | 0.4 | 11 | 19 | 0.9 | 0.9
c1ccc(Cc2ccc(OCCCNC3CCCC3)cc2)cc1 | -16 | -5 | 0.9 | -2 | 1.1 | 1 | 8 | 7 | 0.9 | 0.9
CC1CCCC(C)N1CCCNC(=O)Cn1cc2c(n1)CCCC2 (configuration not stated) | -22 | -10 | 1 | -12 | 1.1 | 1.1 | 3 | -5 | 1 | 0.9
CCOC(=O)CSc1nc2ccccc2c(=O)[nH]1 | -6 | -1 | 0.8 | -6 | 1 | 1.1 | 18 | 6 | 0.8 | 0.9
O=C1C2C3C=CC(C3)C2C(=O)N1c1ccc2c(c1)OCO2 (configuration not stated) | -11 | -4 | 1 | -3 | 1 | 1 | 2 | -1 | 1 | 0.9
S=c1[nH]nc(-c2ccccc2)c2ccccc12 | 4 | -1 | 1 | -4 | 1 | 1.1 | 1 | 7 | 1.2 | 1.1
COc1ccccc1CCc1nnc(CCC(=O)NCC[C@@H]2C[C@@H]3C=C[C@H]2C3)o1 | -10 | -4 | 0.9 | -9 | 1 | 1 | 9 | 12 | 0.9 | 0.9
CCOC(=O)CSc1nn(-c2ccccc2)c(=S)s1 | -4 | -2 | 0.9 | 1 | 1 | 1 | 8 | 4 | 1.1 | 1.1
O=C(NCCC1=CCCCC1)C1CCN(S(=O)(=O)c2ccc(-n3cnnn3)cc2)CC1 | -2 | 0 | 1 | 5 | 1 | 1 | -1 | 4 | 1 | 0.9
CC[C@H](C)[C@H](NC(N)=O)C(=O)Nc1ccccc1F | 14 | 1 | 1 | -1 | 1 | 1 | 0 | 4 | 1.1 | 1.1
Cc1ccc(S(=O)(=O)N2CCN(C(C)CC(=O)O)CC2)cc1 (configuration not stated) | -13 | -3 | 0.8 | 2 | 1 | 1 | 24 | 4 | 1 | 1
COc1ccc(C)cc1N(CC(=O)Nc1cccc(N(C)S(C)(=O)=O)c1)S(C)(=O)=O | -13 | -5 | 0.7 | -1 | 1.1 | 1.1 | 25 | -2 | 0.9 | 0.9
O=[N+]([O-])c1cccc(/C=C/c2nc(C=Nc3ccccc3)c(O)o2)c1 | -7 | 0 | 0.9 | -4 | 1 | 1.1 | 6 | 1 | 1 | 1.1
O=c1c2cnn(-c3ccccc3)c2ncn1Cc1cccc(Cl)c1 | 2 | 1 | 1 | -5 | 1 | 1 | 4 | 3 | 1 | 1
N#Cc1nc(COc2ccccc2F)oc1N1CCCCCC1 | -15 | -6 | 0.8 | -2 | 1.1 | 1 | 18 | -20 | 0.9 | 0.9
O=C(CCCN1C(=O)/C(=C/c2ccccc2)SC1=S)Nc1ccccc1O | -4 | -1 | 1 | -8 | 1 | 1.1 | 3 | 0 | 1.1 | 1.1
COc1cc(C)ccc1OCCOCCOc1ccc(C)cc1[N+](=O)[O-] | -19 | -1 | 0.9 | -2 | 1 | 1.1 | 12 | 3 | 0.9 | 1
COc1nn(C(C)C(=O)N2N=C(C(F)F)CC2(O)C(F)F)cc1[N+](=O)[O-] (configuration not stated) | -6 | 1 | 0.9 | -10 | 1 | 1 | 14 | 9 | 0.9 | 0.9
Cc1ccc(S(=O)(=O)NC(=O)COc2ccccc2C(N)=O)cc1 | -8 | 1 | 0.9 | -1 | 1 | 1 | 7 | 8 | 0.9 | 1
CC(OC(=O)C1CCCO1)C(=O)NC1CCCC1 (configuration not stated) | -6 | -3 | 0.9 | 1 | 1 | 1 | 10 | 4 | 0.9 | 1
COc1cc2c(cc1NC(=O)C(C)OC(=O)C1CC(=O)N(Cc3ccco3)C1)oc1ccccc12 (configuration not stated) | 34 | -1 | 0.9 | -2 | 1 | 1.1 | 14 | 12 | 1 | 0.9

Already shown: an excerpt of the list.
SMILES | TNAP inh no acc | TNAP inh hi DEA | Diaph act CS | Efa HMGR inh | TNAP act hi DEA | FLuc act counter | Diaph inh CS | G6PDH CS | PMI activator | PMI act hi M6P
O=C(NCCC1=CCCCC1)C1CCN(S(=O)(=O)c2ccc(-n3cnnn3)cc2)CC1 | -2 | 0 | 1 | 5 | 1 | 1 | -1 | 4 | 1 | 0.9
CC[C@H](C)[C@H](NC(N)=O)C(=O)Nc1ccccc1F | 14 | 1 | 1 | -1 | 1 | 1 | 0 | 4 | 1.1 | 1.1
Cc1ccc(S(=O)(=O)N2CCN(C(C)CC(=O)O)CC2)cc1 (configuration not stated) | -13 | -3 | 0.8 | 2 | 1 | 1 | 24 | 4 | 1 | 1
COc1ccc(C)cc1N(CC(=O)Nc1cccc(N(C)S(C)(=O)=O)c1)S(C)(=O)=O | -13 | -5 | 0.7 | -1 | 1.1 | 1.1 | 25 | -2 | 0.9 | 0.9
O=[N+]([O-])c1cccc(/C=C/c2nc(C=Nc3ccccc3)c(O)o2)c1 | -7 | 0 | 0.9 | -4 | 1 | 1.1 | 6 | 1 | 1 | 1.1
O=c1c2cnn(-c3ccccc3)c2ncn1Cc1cccc(Cl)c1 | 2 | 1 | 1 | -5 | 1 | 1 | 4 | 3 | 1 | 1
N#Cc1nc(COc2ccccc2F)oc1N1CCCCCC1 | -15 | -6 | 0.8 | -2 | 1.1 | 1 | 18 | -20 | 0.9 | 0.9
O=C(CCCN1C(=O)/C(=C/c2ccccc2)SC1=S)Nc1ccccc1O | -4 | -1 | 1 | -8 | 1 | 1.1 | 3 | 0 | 1.1 | 1.1
COc1cc(C)ccc1OCCOCCOc1ccc(C)cc1[N+](=O)[O-] | -19 | -1 | 0.9 | -2 | 1 | 1.1 | 12 | 3 | 0.9 | 1
COc1nn(C(C)C(=O)N2N=C(C(F)F)CC2(O)C(F)F)cc1[N+](=O)[O-] (configuration not stated) | -6 | 1 | 0.9 | -10 | 1 | 1 | 14 | 9 | 0.9 | 0.9
Cc1ccc(S(=O)(=O)NC(=O)COc2ccccc2C(N)=O)cc1 | -8 | 1 | 0.9 | -1 | 1 | 1 | 7 | 8 | 0.9 | 1
CC(OC(=O)C1CCCO1)C(=O)NC1CCCC1 (configuration not stated) | -6 | -3 | 0.9 | 1 | 1 | 1 | 10 | 4 | 0.9 | 1
COc1cc2c(cc1NC(=O)C(C)OC(=O)C1CC(=O)N(Cc3ccco3)C1)oc1ccccc12 (configuration not stated) | 34 | -1 | 0.9 | -2 | 1 | 1.1 | 14 | 12 | 1 | 0.9

Single records, from the list above. Order of screens: TNAP inh no acc, TNAP inh hi DEA, Diaph act CS, Efa HMGR inh, TNAP act hi DEA, FLuc act counter, Diaph inh CS, G6PDH CS, PMI activator, PMI act hi M6P
Cc1ccc(S(=O)(=O)NC(=O)COc2ccccc2C(N)=O)cc1 across the screens: -8, 1, 0.9, -1, 1, 1, 7, 8, 0.9, 1
O=C1C2C3C=CC(C3)C2C(=O)N1c1ccc2c(c1)OCO2 (configuration not stated) across the screens: -11, -4, 1, -3, 1, 1, 2, -1, 1, 0.9
